# ROMK mod: ROMK potassium channel modulators, primary screen, cell-based, thallium flux, MLSMR library; AID 1918, 2009; Tet-inducible ROMK, thallium flux fluorescence; actives lie on both sides; 130,000 tested, 2% active; B-score at 10 µM;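 active means signal ratio slope over the read window, or its plate-corrected B-score, at least 3 SD from the plate mean, either direction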;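 further: B-score of the F/F0 ratio slope over 7 to 12 s after thallium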
# PPARg SRC-3 ag: PPARgamma agonists recruiting SRC-3 coactivator, primary screen, biochemical; activation, % at 8 µM; AID 731, 2007; biochemical PPARgamma/SRC-3 coactivator recruitment assay; 200,000 tested, 0.26% active; Peroxisome proliferator-activated receptor gamma (Homo sapiens), P37231; in the data active means activation above about 23%;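 further: 0% = DMSO and 100% = reference agonist; some compounds past the cut are filed as inactive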
# Target sequence (P37231 whole entry, looked up): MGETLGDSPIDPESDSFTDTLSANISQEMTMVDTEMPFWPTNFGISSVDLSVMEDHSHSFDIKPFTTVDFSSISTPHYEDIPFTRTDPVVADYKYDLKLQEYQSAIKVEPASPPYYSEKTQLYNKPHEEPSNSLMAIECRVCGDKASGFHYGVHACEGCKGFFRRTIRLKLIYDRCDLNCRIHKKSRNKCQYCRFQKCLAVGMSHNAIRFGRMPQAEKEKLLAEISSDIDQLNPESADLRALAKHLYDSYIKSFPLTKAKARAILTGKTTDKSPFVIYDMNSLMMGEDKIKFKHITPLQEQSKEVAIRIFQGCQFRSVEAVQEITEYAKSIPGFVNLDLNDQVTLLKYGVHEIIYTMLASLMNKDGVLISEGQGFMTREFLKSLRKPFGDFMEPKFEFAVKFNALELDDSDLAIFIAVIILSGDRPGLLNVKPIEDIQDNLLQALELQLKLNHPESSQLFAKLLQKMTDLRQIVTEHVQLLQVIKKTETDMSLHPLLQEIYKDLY
# PPARg SRC-1 ag: PPARgamma agonists recruiting SRC-1 coactivator, primary screen, biochemical; Peroxisome proliferator-activated receptor gamma (Homo sapiens), P37231; 200,000 tested, 0.41% active; PPARgamma-SRC-1 coactivator recruitment biochemical assay; activation, % at 8 µM; in the data active means activation above about 19%;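 further: 0% = DMSO and 100% = reference agonist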
# S1P3 antag: S1P3 receptor antagonists, primary screen, cell-based | Sphingosine 1-phosphate receptor 3 (Homo sapiens), Q99500 | CHO S1P3 NFAT-BLA reporter, FRET fluorescence, antagonist mode | inhibition, % at 4.98 µM | 170,000 tested, 0.27% active | AID 485, 2006;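 active means inhibition above the plate cutoff, the mean inhibition of test wells on that plate plus 3 SD, cut at about 28% in these data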;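 further: cells challenged with S1P at its EC80 of 0.8 µM; blue over green emission ratio from cleaved BLA substrate after 4 h stimulation; 0% = S1P-stimulated wells and 100% = unstimulated DMSO-only wells; some compounds past the cut are filed as inactive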
# Target sequence (Q99500 whole entry, looked up): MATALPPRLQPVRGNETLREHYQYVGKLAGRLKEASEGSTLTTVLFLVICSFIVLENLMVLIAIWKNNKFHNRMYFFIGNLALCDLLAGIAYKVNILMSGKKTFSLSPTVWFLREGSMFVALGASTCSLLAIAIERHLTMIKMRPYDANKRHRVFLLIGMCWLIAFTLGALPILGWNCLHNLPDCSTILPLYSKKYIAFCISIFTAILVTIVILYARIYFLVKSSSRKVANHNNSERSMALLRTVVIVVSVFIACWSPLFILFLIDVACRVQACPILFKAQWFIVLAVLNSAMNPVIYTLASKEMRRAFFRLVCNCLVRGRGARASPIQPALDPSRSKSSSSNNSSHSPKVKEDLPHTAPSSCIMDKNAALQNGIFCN
# L major viab: Leishmania major promastigote growth inhibition, primary screen; inhibition, % at 10 µM; AID 1063, 2008; Leishmania major promastigotes, resazurin fluorescence viability; 200,000 tested, 9% active; in the data active means inhibition above about 50%;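 further: promastigotes grown with compound for 44 hours at 28 °C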
# Redox H2O2 prof: compounds producing H2O2 with reducing agent – biochemical, NIH compound library profiling, artefact control for MLSCN library redox annotation, primary screen | DTT-dependent redox cycling H2O2, phenol red/HRP absorbance; 100% = 100 µM peroxide control, 0% = buffer | activation, % at 10 µM | 200,000 tested, 0.03% active | AID 878, 2007;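 active means activation of at least 50% relative to the plate's high and low controls in the primary single-dose screen; inactive means activation below 50%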;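 further: compound incubated with DTT at 0.8 mM final as the reducing agent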
# PPARg SRC-2 ag: agonists of PPARg-SRC-2 recruitment, primary screen, biochemical, HTS | PPARgamma LBD-SRC-2 recruitment | activation, % at 8 µM | AID 1032, 2008 | 200,000 tested, 0.34% active | Peroxisome proliferator-activated receptor gamma (Homo sapiens), P37231; in the data active means activation above about 22%;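 further: 0% = vehicle and 100% = reference agonist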
# bIAP inh: bovine intestinal alkaline phosphatase inhibitors, primary screen, selectivity assay for TNAP inhibitor project, biochemical, bovine IAP, CDP-star luminescence. alkaline phosphatase, intestinal [Bos taurus]. purified bovine IAP, 30 min. 190,000 tested, under 10 active. inhibition, % at 20 µM;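 active means over 50% inhibition of intestinal alkaline phosphatase at 20 µM in the single-dose screen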
#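 System: purified bovine intestinal alkaline phosphatase (IAP) enzyme; Input: IAP diluted 1/65,000,000 in the well; Measured by: CDP-star luminescence signal; Compound dosing: 20 µM single dose; Incubation: 30 min reaction at room temperature.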
# RAM network inh: inhibitors of the yeast RAM network, primary screen, dse1pr::URA3 reporter, 5-FOA selection | inhibition, % at 50 µM | S. cerevisiae dse1pr::URA3 reporter, 5-FOA growth OD615, 2 d; analog-sensitive cbk1-as2 kinase mutant strain | 190,000 tested, 1.8% active | AID 868, 2007;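 active means inhibition above a set limit, 3 SD over mean compound inhibition, cut at about 8.4% in these data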;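 further: 0% = DMSO-only wells with no growth and 100% = 10 µM 1-NA-PP1 full growth; inhibition rescues growth on 5-FOA so higher OD means more RAM inhibition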
# HMGR II inh: inhibitors of E. faecalis class II HMGR, primary screen, biochemical, Enterococcus faecalis; HMG-CoA reductase (Enterococcus faecalis, mvaE); purified E. faecalis HMGR, NADPH absorbance 340 nm kinetic; inhibition, % at 10 µM; 190,000 tested, 0.41% active; AID 1066, 2008;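 active means inhibition above a set limit, the median over all tested compounds plus 3 SD, cut at about 9.5% in these data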;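 further: enzyme runs in reverse so mevalonate oxidation gives rising NADPH absorbance; 0% = complete reaction with DMSO and 100% = background rate lacking mevalonate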
# SRC2 TRFRET art: TR-FRET signal artefacts, primary screen, artefact control for PPARgamma SRC-2 agonist project, biochemical. TR-FRET artefact counter-screen; active compounds read high. TR-FRET ratio at 8 µM. 200,000 tested, 0.4% active; in the data active means TR-FRET ratio above about 2000; further: inactives centre near 1500
# * marks the source's active call; other numbers are inactive results; / = not tested or not shown. Random draw from the library; overall some 13% were active at least once.
SMILES,ROMK mod,PPARg SRC-3 ag,PPARg SRC-1 ag,S1P3 antag,L major viab,Redox H2O2 prof,PPARg SRC-2 ag,bIAP inh,RAM network inh,HMGR II inh,SRC2 TRFRET art
CCCn1c(N)c(C(=S)NC(=O)C2CC2)c(=O)n(C)c1=O,/,3,3,-24,21,-0.6,10,37,0.0,-3,1612
CC(C)C1Cc2c(sc3c2c(=O)n(Cc2ccccc2)c2nncn32)CO1 (centres undefined),0.14,5,6,/,37,-1.1,2,-6,2.9,6,1578
Cn1c(Cn2c(=O)sc3ccccc32)nnc1SCC(=O)Nc1ccccc1,/,1,-1,2,-6,-0.6,1,11,3.0,-6,1495
COc1ccc([N+](=O)[O-])cc1NC(=O)C(C)N1CCN(C(=O)c2ccco2)CC1 (centres undefined),0.43,3,4,-4,0,-0.1,5,-22,3.3,-7,1693
CC(C)c1ccc(CNc2cc(N3CCCC3)ccc2[N+](=O)[O-])cc1,/,1,3,/,2,3.2,0,37,19*,-5,1565
CCOc1ccc(-n2c(SCC(=O)Nc3cc(C)on3)nc3c([nH]c4ccccc43)c2=O)cc1,/,2,1,29,6,-1.1,12,-4,2.9,2,1757
CCC(=O)Nc1cccc(Oc2nc(C)cc(C)c2C#N)c1,/,0,8,/,3,-1.2,3,4,-0.1,-8,1564
O=C1/C(=C\c2ccncc2)SC(=S)N1C1CCCCC1,0.0013,3,1,10,65*,-0.3,1,-31,2.8,2,1513
CCOc1ccc(C(=O)CSc2nnc3ccccn23)cc1,/,5,4,/,-6,0.3,5,3,-0.1,-5,1453
Cc1ccc(C(CC(=O)O)Nc2nc(N3CCCCC3)nc(N3CCCCC3)n2)cc1 (centres undefined),/,-2,5,3,-4,-3.0,11,-4,-0.3,0,1619
COc1ccc(NCC(=O)n2c(C)c(C)c3ccccc32)cc1,1.8,1,-4,-9,-4,-0.2,-8,5,1.7,0,1662
CCN(CC)S(=O)(=O)c1ccc(-c2nnc(SCC(C)=O)o2)cc1,0.063,-1,2,/,-3,0.2,1,-3,-0.4,-3,1557
CNC(=S)N1N=C(c2ccc(Br)cc2)CC1c1ccc(Br)cc1 (centres undefined),-0.64,51*,30*,/,100*,0.5,28*,12,5.5,-4,3230*
CCC(C)NC(=O)COC(=O)c1ccccc1OCC(=O)Nc1ccc(Br)cc1 (centres undefined),/,2,3,-1,-1,-0.6,8,24,-0.5,-12,1720
Cc1cc(-c2nn3c(C)nnc3s2)ccc1NC(=O)C(C)(C)C,-0.15,5,12,-1,2,-2.8,5,/,/,/,1592
COc1cc(C)c(NC(=S)NCCCN2CCOCC2)cc1OC,-0.42,2,10,7,-1,-1.4,3,-1,0.5,-2,1694
CCSc1ncc(Cl)c(C(=O)N(Cc2ccc(N(C)C)cc2)C2CCS(=O)(=O)C2)n1 (centres undefined),/,14,5,-21,-8,-2.9,5,2,1.1,1,1639
O=C(COc1ccccc1-c1ccccc1)NN=C1CCCC1,0.062,0,3,-8,-1,0.7,-3,-12,2.1,7,1394
O=C(c1cc(-c2cccc(O)c2)on1)N1CCOCC1,/,8,7,-21,-10,0.3,1,17,1.6,-1,1379
CC(c1ccccc1)N1CNc2c(c(=O)n(C)c(=O)n2C)C1 (centres undefined),/,1,7,-34,-4,0.2,-1,4,-0.1,-1,1732
C=CCn1c(=O)c2ccccc2n2c(SCc3cc(=O)n4ccsc4n3)nnc12,0.46,-12,10,3,6,-1.2,-7,4,1.7,-11,1569
COc1ccc(Cl)cc1NC(=O)NC(C)C,/,-2,0,-25,95*,0.1,-6,-20,-0.1,3,1355
COc1ccc(-c2noc(-c3ccc(Br)o3)n2)cc1OC,/,36*,6,-8,-6,-0.2,-1,14,0.0,5,1607
OC(COc1cccc2ccccc12)CN1CCN(c2ccccn2)CC1 (centres undefined),/,-1,5,/,-1,-0.4,2,-10,3.7,-2,1593
COc1ccc(C(=O)N(CN2CCCC2=O)c2nccs2)cc1OC,/,8,-1,24,-3,-2.0,10,-4,0.3,2,1489
# Other structures follow:
SMILES,ROMK mod,PPARg SRC-3 ag,PPARg SRC-1 ag,S1P3 antag,L major viab,Redox H2O2 prof,PPARg SRC-2 ag,bIAP inh,RAM network inh,HMGR II inh,SRC2 TRFRET art
CCNC(=O)COC(=O)c1ccc(NS(=O)(=O)c2ccc3c(c2)OCCO3)cc1,-0.24,4,13,-16,-7,-1.0,0,11,-0.7,-7,1605
O=C(N/N=C1/CCS(=O)(=O)c2ccc(F)cc21)c1ccccn1,0.56,1,2,-9,-10,-1.6,9,-8,0.5,-3,1448
Cc1noc(C)c1S(=O)(=O)Nc1c(C)n(C)n(-c2ccccc2)c1=O,0.083,9,5,/,-3,0.2,8,-1,0.9,1,1681
O=C(NC1(C(F)(F)F)NC(=O)N(c2ccccc2F)C1=O)c1ccncc1 (centres undefined),-0.36,3,4,12,0,0.0,2,2,0.3,4,1475
Cc1c(CN(C)Cc2cn(C)nc2-c2ccccc2F)[nH]c2ccccc12,-1.1,4,-10,-7,20,0.1,8,-9,0.8,1,1773
COc1ccc(-c2n[nH]c(C)c2-c2cc(OC)ccc2O)cc1,-0.11,11,4,/,7,-0.4,19,-24,1.0,-7,1535
O=C1c2ccccc2C(=O)N1CCc1nn[nH]n1,/,5,-1,-22,-9,1.9,4,-3,-0.7,1,1888
CC(C)C(OC(=O)c1oc2ccccc2c1CSC1CCCCC1)C(=O)NC(N)=O (centres undefined),0.018,-1,1,-8,-14,0.1,-7,2,1.7,-2,1471
Cc1ccc(NC(=O)COC(=O)c2ccc3c(c2)OCO3)cc1S(=O)(=O)N1CCCCC1,/,-2,4,-3,-6,-0.1,-4,3,3.6,-2,1384
O=C(O)Cc1ccc(NC(=O)C(c2ccccc2)c2ccccc2)cc1,0.27,2,0,-17,-6,-0.3,4,7,5.5,-4,1686
O=C(COn1nnc2ccccc21)N1CCN(Cc2ccccc2)CC1,-0.64,1,4,-11,-1,-0.8,4,-8,0.2,-10,1698
Clc1cc2c(c(Cn3cnc4ccccc43)c1)OCOC2,/,-3,-5,/,5,0.4,-5,10,0.2,-2,1338
COc1ccc2[nH]cc(CCNC(=S)NCCc3ccccc3)c2c1,0.073,1,0,10,15,-1.9,2,38,2.8,-2,1535
O=C(CSc1ccccc1)Nc1ccc(C(=O)Nc2ccc(O)cc2)cc1,-0.57,18,26*,-21,-3,-0.9,37*,23,5.6,-3,1725
COc1ccc(NC(=S)N(CCc2c(C)[nH]c3ccccc23)Cc2cccnc2)cc1,0.11,0,-1,-3,100*,0.5,-1,13,0.3,4,1405
Cc1cc(C)cc(-n2c(SC(C)C(=O)NCc3ccc4c(c3)OCO4)nc3ccccc3c2=O)c1 (centres undefined),0.38,-6,-8,-18,8,1.2,-7,13,3.0,-2,1562
COc1ccccc1/C=C/C(=O)OCC(=O)NCCC1=CCCCC1,/,7,2,-24,0,-0.3,6,0,4.8,3,1657
CCCc1nc2ccccc2c(=O)n1/N=C/c1c(C)[nH]n(-c2ccc(C)cc2)c1=O,0.12,0,-2,-26,-12,-0.1,3,-28,0.0,-14,1473
O=C(CSc1nnc(-c2cccnc2)n1Cc1ccco1)Nc1nc(-c2ccc(F)cc2)cs1,0.26,-5,8,-16,73*,1.6,2,4,4.4,-7,1601
CCc1ccc(/C=C/C(=O)C2C(=O)c3ccccc3C2=O)cc1,/,-8,-3,/,1,-4.6,0,4,9.1*,-3,1417
COc1ccc(CCNC(=O)C2CCCN(c3nc(C)cc(C)n3)C2)cc1 (centres undefined),0.36,0,0,-5,-4,-0.6,-2,-8,0.3,1,1596
CS(=O)(=O)N(CC(=O)NCC1CCCO1)c1cccc([N+](=O)[O-])c1 (centres undefined),0.092,-3,-7,-14,5,-0.6,-5,-13,0.1,-5,1359
O=C(NC(=S)N1CCCCCC1)C1CC1,/,0,-2,8,-8,-0.6,-5,-14,-0.4,-5,1521
CCCCCCc1cc2cc(-c3nnc(-c4ccccc4)o3)c(=O)oc2cc1O,/,-3,-6,/,9,0.7,4,22,1.1,-1,1490
COc1c[nH]n(C2CCCCC2)c(=O)c1=O,/,-3,7,6,-4,1.5,1,10,-2.1,-3,1650
O=C(CN(CC1CCCO1)C(=O)CNS(=O)(=O)c1ccc(Cl)cc1)NCCc1ccccc1 (centres undefined),/,10,8,/,0,1.5,-1,-2,1.5,-9,1775
Clc1ccc(-n2ncc3c(NCCCn4ccnc4)ncnc32)cc1,-0.87,2,-1,/,100*,0.1,-2,-6,-0.4,-2,1544

# Results in PPARg SRC-3 ag, bIAP inh and HMGR II inh (4 entries from above):
canonical_smiles | PPARg SRC-3 ag | bIAP inh | HMGR II inh
CS(=O)(=O)N(CC(=O)NCC1CCCO1)c1cccc([N+](=O)[O-])c1 (centres undefined) | -3 | -13 | -5
O=C(NC(=S)N1CCCCCC1)C1CC1 | 0 | -14 | -5
CCCCCCc1cc2cc(-c3nnc(-c4ccccc4)o3)c(=O)oc2cc1O | -3 | 22 | -1
COc1c[nH]n(C2CCCCC2)c(=O)c1=O | -3 | 10 | -3

# Four structures out of the list, arranged by molar mass, lowest first.
SMILES,ROMK mod,PPARg SRC-3 ag,PPARg SRC-1 ag,S1P3 antag,L major viab,Redox H2O2 prof,PPARg SRC-2 ag,bIAP inh,RAM network inh,HMGR II inh,SRC2 TRFRET art
O=C(N/N=C1/CCS(=O)(=O)c2ccc(F)cc21)c1ccccn1,0.56,1,2,-9,-10,-1.6,9,-8,0.5,-3,1448
COc1ccccc1/C=C/C(=O)OCC(=O)NCCC1=CCCCC1,/,7,2,-24,0,-0.3,6,0,4.8,3,1657
COc1ccc(CCNC(=O)C2CCCN(c3nc(C)cc(C)n3)C2)cc1 (centres undefined),0.36,0,0,-5,-4,-0.6,-2,-8,0.3,1,1596
Cc1ccc(NC(=O)COC(=O)c2ccc3c(c2)OCO3)cc1S(=O)(=O)N1CCCCC1,/,-2,4,-3,-6,-0.1,-4,3,3.6,-2,1384

# Screening data: PubChem, several laboratories
